DNMT1 inh = blocks human DNA methyltransferase DNMT1. inhibition (reported as % activation of signal), % at 10 µM. P26358. actives 0.83% (n = 360,000). DNMT1 molecular beacon, Hinp1I cleavage, fluorescence; in the data active = inhibition above about 50%
LMPTP block = LMPTP (human) inhibition. P24666. recombinant LMPTP-A, OMFP fluorogenic substrate, fluorescence intensity. inhibition, % at 20 µM. actives 0.22% (n = 360,000);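 active = compounds that cut the enzyme signal by at least half of the control window in the single-dose screen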;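 note: plate controls were DMSO wells with enzyme plus substrate for no effect and substrate without enzyme for full effect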
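Buffer or medium: Bis-Tris pH 6.0, DTT, detergent; Assay system: LMPTP-A enzyme; Quantity: 0.625 nM enzyme; Detection: endpoint fluorescence intensity; Times: 50 min dark incubation at room temperature; Controls: substrate-only low control, DMSO enzyme-plus-substrate high control; Doses: single 20 µM dose; Read-out: percent inhibition versus substrate-only and uninhibited controls; Reagent: 400 µM OMFP.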
NadD block = blocks S. aureus nicotinate mononucleotide adenylyltransferase; purified NadD enzyme, colorimetric absorbance read-out; inhibition, % at 20 µM; actives 0.78% (n = 360,000); AID 602399; in the data active = inhibition above about 26%; note: some compounds past the cut are filed as inactive
Rpn11 block = inhibitors of human proteasome Rpn11; human 26S proteasome, Ub4-pepOG fluorescence polarization; 20S core pre-blocked with epoxomicin; calls only at 20 µM; O00487; AID 588493; actives 0.59% (n = 360,000);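 active = inhibition at 20 µM, scaled to each plate's controls, above about 33%, limit read from the data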
Scp1 inh = inhibitors of human Scp-1 phosphatase. actives 0.88% (n = 340,000). Recombinant Scp1, phosphopeptide, malachite green phosphate absorbance. AID 493091. inhibition, % at 20 µM;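 active = inhibition above about 50% at 20 µM, limit read from the data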;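 note: plate controls were DMSO wells with enzyme for no effect and wells lacking enzyme for full effect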
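Material: truncated SCP-1 phosphatase (76-261aa) / Buffer or medium: 50 mM Tris acetate pH 5.5, 0.005% Tween-20, 10 mM MgCl2 / Compound dosing: one concentration, 20 µM, with 1.0% DMSO / Incubation: 45 min room-temperature reaction, 5 min colour, 30 min stabiliser / Detection: colorimetric free-phosphate detection, absorbance 630 nm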
Tb MetRS inh = Trypanosoma brucei MetRS inhibition | purified T. brucei MetRS, ATP depletion, Kinase-Glo luminescence | inhibition, % at 11.9 µM | actives 0.4% (n = 360,000);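 active = inhibition above a per-plate cutoff of the control wells' mean inhibition plus 3 SD, cut at about 5.5% in these data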;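 note: 0% = DMSO wells median and 100% = median of wells with control inhibitor compound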
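assay system = parasite MetRS enzyme | timing = 15 min preincubation, 2 h reaction, all 25 °C | evaluation = percent inhibition relative to median high and low control wells | medium = HEPES buffer containing pyrophosphatase, BSA, spermine, DTT | compound = single dose, 11.9 µM final nominal, 0.9% final DMSO | detection = Kinase-Glo luminescence, ATP depletion format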
STEP inh = STEP (human) phosphatase inhibition | P54829 | recombinant STEP, OMFP fluorogenic substrate, fluorescence | inhibition, % at 20 µM | actives 0.25% (n = 360,000) | AID 588621;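 active = inhibition at 20 µM, scaled per plate between control wells, above about 37%, limit read from the data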;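 note: 0% = DMSO with enzyme and substrate and 100% = substrate only without enzyme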
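material = STEP tyrosine phosphatase | reagent = fluorogenic phosphatase substrate OMFP at 25 µM final | doses = single compound dose of 20 µM, 1% DMSO final | schedule = 20 min reaction, room temperature, in the dark | measured by = fluorescence, 480/540 nm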
CSN deneddyl inh = inhibitors of human CSN-mediated cullin deneddylation; inhibition, % at 12.5 µM; Q92905; actives 0.38% (n = 360,000); Purified CSN, SCF-Nedd8-OG deneddylation, fluorescence polarization; AID 651999;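 active = pattern-corrected inhibition above about 35%, with an unprinted fluorescence ratio check between 0.5 and 1.5, limit read from the data, passing the limit was not always enough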;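 note: 0% = enzyme with substrate and 100% = substrate without enzyme; some results filed as inactive read as strong as hits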
Target sequence (Q92905 whole entry, looked up, one chain of several): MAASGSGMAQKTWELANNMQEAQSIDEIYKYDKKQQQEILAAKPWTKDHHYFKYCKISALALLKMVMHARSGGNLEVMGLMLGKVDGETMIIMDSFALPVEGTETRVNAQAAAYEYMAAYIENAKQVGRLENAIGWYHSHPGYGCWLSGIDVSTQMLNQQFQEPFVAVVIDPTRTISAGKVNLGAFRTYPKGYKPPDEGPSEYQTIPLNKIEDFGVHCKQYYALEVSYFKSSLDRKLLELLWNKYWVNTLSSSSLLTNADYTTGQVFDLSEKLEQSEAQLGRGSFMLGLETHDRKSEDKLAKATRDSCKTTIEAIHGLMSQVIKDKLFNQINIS
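Detection – fluorescence polarization · System – HEK293T-derived human Csn5 enzyme · Controls – substrate-only high control, full reaction low control · Timing – 90 min, room temperature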
PABP1 MLLE inh = blocks PAM2 peptide binding to the PABP1 MLLE domain | actives 0.36% (n = 360,000) | P11940 | inhibition, % at 20 µM | GST-MLLE / FITC-PAM2 fluorescence polarization | AID 588489; in the data active = inhibition above about 35%, passing the limit was not always enough;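 note: plate controls were DMSO wells with GST-MLLE for no effect and wells lacking GST-MLLE protein for full effect; some results filed as inactive read as strong as hits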
Target sequence (P11940 whole entry, looked up, the tested form may be a part): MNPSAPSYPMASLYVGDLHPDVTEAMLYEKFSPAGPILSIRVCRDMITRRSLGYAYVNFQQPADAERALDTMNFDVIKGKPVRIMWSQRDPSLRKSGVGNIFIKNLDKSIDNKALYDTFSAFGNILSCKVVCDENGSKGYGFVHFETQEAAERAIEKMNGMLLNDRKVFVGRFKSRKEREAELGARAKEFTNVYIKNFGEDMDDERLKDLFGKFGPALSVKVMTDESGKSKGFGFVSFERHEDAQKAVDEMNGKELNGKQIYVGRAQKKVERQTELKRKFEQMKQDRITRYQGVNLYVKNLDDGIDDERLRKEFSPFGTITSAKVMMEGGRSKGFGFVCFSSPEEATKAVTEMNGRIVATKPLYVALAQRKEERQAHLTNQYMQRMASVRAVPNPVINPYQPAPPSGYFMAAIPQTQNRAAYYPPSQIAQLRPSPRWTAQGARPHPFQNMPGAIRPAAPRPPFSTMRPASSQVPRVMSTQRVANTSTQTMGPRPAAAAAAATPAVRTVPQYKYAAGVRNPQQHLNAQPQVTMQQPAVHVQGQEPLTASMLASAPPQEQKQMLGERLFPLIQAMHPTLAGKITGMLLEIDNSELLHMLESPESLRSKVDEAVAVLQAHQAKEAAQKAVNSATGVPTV
SUMO1-SIM PPI = SUMO1-SIM interaction modulation; P63165; actives 0.33% (n = 360,000); SUMO1 binding to a labelled peptide, TR-FRET, 1 h; inhibition, % at 20 µM; in the data active = inhibition above about 37%
Target sequence (P63165 whole entry, looked up): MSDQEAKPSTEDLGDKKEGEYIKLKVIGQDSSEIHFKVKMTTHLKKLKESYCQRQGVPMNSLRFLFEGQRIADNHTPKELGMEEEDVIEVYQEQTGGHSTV
* hit, by the source's call.

Start of the listing, in advance, 3 compounds:
For O=C1c2ccccc2C(=O)N1OCc1ccccc1[N+](=O)[O-] the results were DNMT1 inh 1, LMPTP block 0.4, NadD block -4, Rpn11 block inactive, Scp1 inh -8, Tb MetRS inh -0.3, STEP inh 0, CSN deneddyl inh 1, PABP1 MLLE inh 15 and SUMO1-SIM PPI -15.
For CC(C)(C)NC(=O)CC1C[C@H](C(=O)N2CCOCC2)[C@@]2(C)c3[nH]c4ccccc4c3CCN2C1=O (stereo partly drawn) the results were DNMT1 inh 1, LMPTP block -0.9, NadD block 4, Rpn11 block inactive, Scp1 inh -8, Tb MetRS inh 0.6, STEP inh 1, CSN deneddyl inh -3, PABP1 MLLE inh 15 and SUMO1-SIM PPI -3.
For CCN1CCS/C1=C/C=C/C1=[N+](CC)CCS1 the results were DNMT1 inh 5, LMPTP block -1.2, NadD block 9, Rpn11 block inactive, Scp1 inh 10, Tb MetRS inh -0.9, STEP inh -1, CSN deneddyl inh -15, PABP1 MLLE inh -115 and SUMO1-SIM PPI -17.

The listing, from the first entry:
For O=C1c2ccccc2C(=O)N1OCc1ccccc1[N+](=O)[O-] the results were DNMT1 inh 1, LMPTP block 0.4, NadD block -4, Rpn11 block inactive, Scp1 inh -8, Tb MetRS inh -0.3, STEP inh 0, CSN deneddyl inh 1, PABP1 MLLE inh 15 and SUMO1-SIM PPI -15.
For CC(C)(C)NC(=O)CC1C[C@H](C(=O)N2CCOCC2)[C@@]2(C)c3[nH]c4ccccc4c3CCN2C1=O (stereo partly drawn) the results were DNMT1 inh 1, LMPTP block -0.9, NadD block 4, Rpn11 block inactive, Scp1 inh -8, Tb MetRS inh 0.6, STEP inh 1, CSN deneddyl inh -3, PABP1 MLLE inh 15 and SUMO1-SIM PPI -3.
For CCN1CCS/C1=C/C=C/C1=[N+](CC)CCS1 the results were DNMT1 inh 5, LMPTP block -1.2, NadD block 9, Rpn11 block inactive, Scp1 inh 10, Tb MetRS inh -0.9, STEP inh -1, CSN deneddyl inh -15, PABP1 MLLE inh -115 and SUMO1-SIM PPI -17.
For COc1ccc2cc(C(c3nnnn3CCc3ccccc3)N3CCCC(C)C3)c(=O)[nH]c2c1 (stereo not drawn) the results were DNMT1 inh 14, LMPTP block 1.4, NadD block 5, Rpn11 block inactive, Scp1 inh -8, Tb MetRS inh 0.5, STEP inh 1, CSN deneddyl inh 7, PABP1 MLLE inh 0 and SUMO1-SIM PPI -22.
Screening COCCN(C(=O)COC(=O)c1c(-c2ccccc2)noc1C)c1c(N)n(Cc2ccccc2)c(=O)[nH]c1=O returned DNMT1 inh 2, LMPTP block -1.2, NadD block 4, Rpn11 block inactive, Scp1 inh -10, Tb MetRS inh -0.2, STEP inh 0, CSN deneddyl inh 4, PABP1 MLLE inh -3 and SUMO1-SIM PPI 3.
CCCCOc1ccc(CSC(=N)N)cc1Cl was read as DNMT1 inh 3, LMPTP block 0.5, NadD block -3, Rpn11 block inactive, Scp1 inh 8, Tb MetRS inh 0.4, STEP inh 5, CSN deneddyl inh 0, PABP1 MLLE inh 7 and SUMO1-SIM PPI -6.
Screening Cc1onc(-c2ccccc2Cl)c1C(=O)NC(=S)Nc1ccccc1F returned DNMT1 inh -5, LMPTP block 1.6, NadD block -6, Rpn11 block inactive, Scp1 inh -3, Tb MetRS inh -0.3, STEP inh 4, CSN deneddyl inh 2, PABP1 MLLE inh 29 and SUMO1-SIM PPI 0.
For CC1(C)CC(=O)C2=C(C1)OC(N)=C(C#N)[C@@H]2c1ccccc1[N+](=O)[O-] the results were DNMT1 inh 6, LMPTP block -0.2, NadD block 0, Rpn11 block inactive, Scp1 inh 2, Tb MetRS inh -0.7, STEP inh -3, CSN deneddyl inh -32, PABP1 MLLE inh 142 and SUMO1-SIM PPI -3.
`Cc1ccc2nc(-c3ccc(N4C(=NC(=O)CCC(=O)O)SC5CS(=O)(=O)CC54)cc3)sc2c1` (stereo not drawn) gave DNMT1 inh 56*, LMPTP block 2.3, NadD block 17, Rpn11 block inactive, Scp1 inh 51*, Tb MetRS inh 0.7, STEP inh 0, CSN deneddyl inh 6, PABP1 MLLE inh -10 and SUMO1-SIM PPI 9.
`COc1ccccc1NC(=O)NC1(C(=O)N2CCC(O)CC2)CCCCC1` gave DNMT1 inh 1, LMPTP block -0.7, NadD block 3, Rpn11 block inactive, Scp1 inh 0, Tb MetRS inh 0.1, STEP inh -6, CSN deneddyl inh 0, PABP1 MLLE inh 4 and SUMO1-SIM PPI -2.
For Cc1ccc(-c2nnn(CC(=O)N(CCN3CCOCC3)C(C(=O)NC(C)(C)C)c3ccc(C)o3)n2)cc1 (stereo not drawn) the results were DNMT1 inh 1, LMPTP block 2.2, NadD block -8, Rpn11 block inactive, Scp1 inh -6, Tb MetRS inh -0.1, STEP inh 3, CSN deneddyl inh -4, PABP1 MLLE inh 2 and SUMO1-SIM PPI 2.
`Cc1ccc(S(=O)(=O)N(C)C)cc1NC(=O)COC(=O)CCCOc1ccccc1` gave DNMT1 inh -1, LMPTP block -0.1, NadD block 0, Rpn11 block inactive, Scp1 inh -10, Tb MetRS inh -0.3, STEP inh -2, CSN deneddyl inh -1, PABP1 MLLE inh -3 and SUMO1-SIM PPI 2.
Screening COc1cc(/C=C(/Sc2nnc(-c3ccc(F)cc3)o2)C(=O)O)ccc1OC(F)F returned DNMT1 inh -6, LMPTP block 0.3, NadD block -7, Rpn11 block inactive, Scp1 inh -1, Tb MetRS inh 0.5, STEP inh -1, CSN deneddyl inh 1, PABP1 MLLE inh 4 and SUMO1-SIM PPI -1.
For CC(C)CCNC(=O)C(Cc1ccccc1)NS(=O)(=O)c1ccc2c(c1)c(=O)n(C)c(=O)n2C (stereo not drawn) the results were DNMT1 inh -31, LMPTP block -0.2, NadD block 0, Rpn11 block inactive, Scp1 inh -13, Tb MetRS inh 0.5, STEP inh 0, CSN deneddyl inh 7, PABP1 MLLE inh -4 and SUMO1-SIM PPI 1.
For Cc1ccccc1NC(=O)c1cccc2nccnc12 the results were DNMT1 inh -1, LMPTP block -0.7, NadD block -8, Rpn11 block inactive, Scp1 inh -7, Tb MetRS inh 1.1, STEP inh 2, CSN deneddyl inh -2, PABP1 MLLE inh -1 and SUMO1-SIM PPI -27.
`Cc1cccc(C)c1NC(=S)N1CCC(N(C)CC2CCCO2)CC1` (stereo not drawn) gave DNMT1 inh -1, LMPTP block -4.4, NadD block 4, Rpn11 block inactive, Scp1 inh -3, Tb MetRS inh -0.6, STEP inh 3, CSN deneddyl inh 1, PABP1 MLLE inh 17 and SUMO1-SIM PPI 2.
Screening CCCN1C(=O)c2ccccc2NC1c1ccc(Cl)cc1 (stereo not drawn) returned DNMT1 inh 2, LMPTP block -2.2, NadD block -8, Rpn11 block inactive, Scp1 inh -7, Tb MetRS inh -1.1, STEP inh 1, CSN deneddyl inh -1, PABP1 MLLE inh -2 and SUMO1-SIM PPI 10.
For Cc1cc(O)c(NC(=S)NC(=O)c2ccc(-c3ccc(Cl)cc3)o2)cc1C the results were DNMT1 inh 21, LMPTP block 4.5, NadD block 30, Rpn11 block inactive, Scp1 inh -11, Tb MetRS inh -2.0, STEP inh 2, CSN deneddyl inh 5, PABP1 MLLE inh 34 and SUMO1-SIM PPI 1.
Screening CCOc1ccc(C(c2c(NC(=O)c3ccccc3)sc(C)c2C)N2CCN(C)CC2)cc1 (stereo not drawn) returned DNMT1 inh -8, LMPTP block 0.5, NadD block -4, Rpn11 block inactive, Scp1 inh -13, Tb MetRS inh -0.8, STEP inh 4, CSN deneddyl inh -1, PABP1 MLLE inh -4 and SUMO1-SIM PPI 0.
`COc1cccc(OC)c1C(=O)Nc1nnc(C(C)C)s1` gave DNMT1 inh 0, LMPTP block -0.6, NadD block -5, Rpn11 block inactive, Scp1 inh -9, Tb MetRS inh -0.1, STEP inh -2, CSN deneddyl inh -3, PABP1 MLLE inh -4 and SUMO1-SIM PPI 0.
COc1ccc(S(=O)(=O)N2CCCCC2)cc1NC(=O)c1cc([N+](=O)[O-])ccc1N1CCOCC1 was read as DNMT1 inh 7, LMPTP block 2.7, NadD block -7, Rpn11 block inactive, Scp1 inh -7, Tb MetRS inh -0.6, STEP inh 2, CSN deneddyl inh -2, PABP1 MLLE inh -11 and SUMO1-SIM PPI 0.
`COC(=O)c1cccc(S(=O)(=O)N2CCCCC2)c1` gave DNMT1 inh 2, LMPTP block -1.0, NadD block 1, Rpn11 block inactive, Scp1 inh -4, Tb MetRS inh -0.9, STEP inh 7, CSN deneddyl inh 5, PABP1 MLLE inh 11 and SUMO1-SIM PPI -1.
For O=C(CCCn1c(=S)[nH]c2cc3c(cc2c1=O)OCO3)N1CCN(c2ccccn2)CC1 the results were DNMT1 inh -2, LMPTP block 1.8, NadD block 7, Rpn11 block inactive, Scp1 inh -8, Tb MetRS inh -0.1, STEP inh -2, CSN deneddyl inh -6, PABP1 MLLE inh -45 and SUMO1-SIM PPI 1.
`CCS(=O)(=O)N1N=C(c2ccccc2)CC1c1ccc2nccnc2c1` (stereo not drawn) gave DNMT1 inh 2, LMPTP block -0.6, NadD block -2, Rpn11 block inactive, Scp1 inh -4, Tb MetRS inh -0.9, STEP inh 3, CSN deneddyl inh 19, PABP1 MLLE inh -5 and SUMO1-SIM PPI -10.
Cc1ccc(Cn2cnc3c(nnn3Cc3ccc(Cl)cc3)c2=O)cc1 was read as DNMT1 inh 2, LMPTP block -0.4, NadD block -4, Rpn11 block inactive, Scp1 inh -5, Tb MetRS inh -0.3, STEP inh -2, CSN deneddyl inh -2, PABP1 MLLE inh -11 and SUMO1-SIM PPI -1.
For C#CCOCCOCCOCCNc1nc(N2CCN(C(=O)[C@H]([C@@H](C)CC)n3cc(CCC(=O)O)nn3)CC2)nc(N2CCN(C(=O)[C@H](C)n3cc(CCCN=C(N)N)nn3)CC2)n1 the results were DNMT1 inh 4, LMPTP block -3.1, NadD block -1, Rpn11 block inactive, Scp1 inh -8, Tb MetRS inh 0.2, STEP inh -3, CSN deneddyl inh 0, PABP1 MLLE inh -4 and SUMO1-SIM PPI 5.
O=C(CSc1nnc(-c2ccncc2)n1-c1ccc(Cl)cc1)N1CCOCC1 was read as DNMT1 inh 2, LMPTP block -0.3, NadD block 0, Rpn11 block inactive, Scp1 inh -8, Tb MetRS inh -0.2, STEP inh -4, CSN deneddyl inh 3, PABP1 MLLE inh -5 and SUMO1-SIM PPI 1.

Bioassay records deposited in PubChem BioAssay by several laboratories.
